Dicer inh: inhibitors of Dicer pre-microRNA processing, primary screen, biochemical, cat-ELCCA, chemiluminescence; Endoribonuclease Dicer (Homo sapiens), Q9UPY3; cat-ELCCA pre-miR-21 Dicer processing; active compounds read high; z-score at 25 µM; hit rate 6% among 47,000; in the data active = z-score above about 3, passing the limit was not always enough;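 note: plate controls were vehicle for no effect and no enzyme for full effect; higher signal means more uncleaved substrate so more Dicer inhibition; strong numbers were not always called active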
Numbers without * were called inactive.

SMILES	Dicer inh
CCOc1ccc(C2c3c(oc4ccccc4c3=O)C(=O)N2c2nnc(C(C)C)s2)cc1OCC (configuration not stated)	0.09
C=CCn1c(Oc2ccc(C(=O)OC)cc2)nc2c1c(=O)n(C)c(=O)n2C	0.7
CCOC(=O)C1=C(C)N(c2ccc(Br)cc2)C(=O)C1	3.76*
O=C1CC(c2ccccc2)Cc2nc(NCc3ccco3)ncc21 (configuration not stated)	3.94*
CC(=NCc1ccc(C#N)cc1)c1c(C)cc(C)cc1O	0.31
CCCCCNc1ncnc2c1sc1nc3c(cc12)COC(C)(C)C3	1.75
O=C1CN(S(=O)(=O)c2ccc3c(c2)OCCO3)c2ccccc2N1	1.4
C=CCOC(=O)C1=C(C)NC2=C(C(=O)CCC2)C1c1ccccc1OCC (configuration not stated)	-0.13
C=CCN=C1NC(=O)C(CC(=O)Nc2ccc(Cl)cc2)S1 (configuration not stated)	-0.91
CN1CCOc2cc(/C=C3\C(=O)Nc4ccccc43)ccc21	-0.03
Nc1c(C(=O)Nc2ccc(F)cc2)sc2nc(-c3cccs3)cc(C(F)(F)F)c12	0.84
Cc1cc(NC(=O)CCC2COc3ccccc3O2)no1 (configuration not stated)	0.67

Brought forward from above: two entries, then new ones.
SMILES	Dicer inh
Nc1c(C(=O)Nc2ccc(F)cc2)sc2nc(-c3cccs3)cc(C(F)(F)F)c12	0.84
Cc1cc(NC(=O)CCC2COc3ccccc3O2)no1 (configuration not stated)	0.67
O=c1nc2sccn2c2ncccc12	-0.5
CC(C)(C)C(=O)CSc1nc2cc(Cl)c(Cl)cc2[nH]1	4.54
COC(=O)/C=C1\SC(Cc2ccc(Cl)cc2)=NC1=O	-0.21
N#Cc1nn(-c2ccccc2)c(=O)[nH]c1=O	-0.95
CSc1nnc2c(n1)OC(c1ccc(C)o1)N(C(C)=O)c1ccccc1-2 (configuration not stated)	-0.58
CN1C(=O)C(O)(CC(=O)c2ccccc2)c2ccccc21 (configuration not stated)	1.98
CCOC(=O)c1cc(NC(=O)Nc2ccccc2)ccc1Oc1cncc(Cl)c1	-0.34
Cc1cccc(NC(c2ccc3c(c2)OCO3)c2ccc3cccnc3c2O)n1 (configuration not stated)	2.33
O=c1onc2cnc3ccccc3n12	-2
CSc1cc(-c2ccco2)[nH]c(=O)c1C#N	2
CCOC(=O)c1cc(C)n(Cc2c(Cl)cccc2Cl)n1	-0.67
S=C(NNC(=S)NC1CC2CCC1C2)NC1CC2C=CC1C2 (configuration not stated)	0.87

Another view of part of the listing above:
COC(=O)/C=C1\SC(Cc2ccc(Cl)cc2)=NC1=O
  Dicer inh = -0.21
CN1C(=O)C(O)(CC(=O)c2ccccc2)c2ccccc21 (configuration not stated)
  Dicer inh = 1.98
S=C(NNC(=S)NC1CC2CCC1C2)NC1CC2C=CC1C2 (configuration not stated)
  Dicer inh = 0.87
CCOC(=O)c1cc(C)n(Cc2c(Cl)cccc2Cl)n1
  Dicer inh = -0.67

2 entries drawn at random from the list so far:
SMILES	Dicer inh
CSc1nnc2c(n1)OC(c1ccc(C)o1)N(C(C)=O)c1ccccc1-2 (configuration not stated)	-0.58
CCOC(=O)c1cc(C)n(Cc2c(Cl)cccc2Cl)n1	-0.67

(further entries)
SMILES	Dicer inh
COC(=O)c1c(C)nn(C)c1-c1ccno1	2.16
COc1ccc(-c2csc(S(C)=O)c2C#N)cc1 (configuration not stated)	0.1
CCOc1cccc(C2c3c(oc4ccccc4c3=O)C(=O)N2c2ccccn2)c1 (configuration not stated)	5.91*
CC(=O)O[C@@H]1[C@@H](OC(C)=O)[C@@H]2OC[C@@H](O2)[C@H]1OC(C)=O	0.02
CC(=O)NNC(=O)c1c(-n2c(C)ccc2C)sc2c1CCCC2	0.44
Oc1ccccc1-c1nc(-c2ccccc2)no1	0.04
Cc1nc2ccccc2c2c1C(=O)CC(c1ccc(F)cc1)=N2	0.84
COCCOC(=O)C1=C(C)NC(C)=C(C(=O)OC(C)C)C1c1cccc([N+](=O)[O-])c1 (configuration not stated)	-0.21
C[C@H]1O[C@@H](n2cnc3c(N)ncnc32)[C@H](O)[C@@H]1O	-0.22
O=C(CC1(O)C(=O)N(CCc2ccccc2)c2ccc(Cl)cc21)c1cccs1 (configuration not stated)	4.2*
CCN(Cc1c(C)[nH]c2ccc(C)cc2c1=O)C1CCCCC1	-0.38
CCc1ccc(-c2ccc(C(=O)Nc3nnc(C(C)(C)C)s3)cc2)cc1	0.3
CCSC1=N/C(=C\c2cc(Br)ccc2OC)C(=O)S1	0.42
C=CCN1C(=O)C(=O)c2cc(C)ccc21	-0.78
COc1ccc(OCC(=O)Nc2ncn[nH]2)cc1	0.28
CC(=O)/C=C1/N(C)c2ccccc2C1(C)C	-0.51
O=C1Nc2ccccc2-c2ccccc2N1	-0.82
CC[C@H](C)C(=O)O[C@H]1C[C@H](O)C=C2C=C[C@H](C)[C@H](CC[C@@H](O)C[C@@H](O)CC(=O)O)[C@H]21	-0.11
C=CCOc1ccc(/C(O)=C2/C(=O)C(=O)N(CCOC)C23C(=O)N(CC)c2ccccc23)cc1C (configuration not stated)	6.05*
CC(C)(C)c1cc(C(=O)NN)n(Cc2ccccc2)n1	0.16
O=C(NC(=O)c1ccccc1F)OCc1ccc(Cl)cc1Cl	16
CC(c1ccccc1)n1c(CCc2ccc(O)cc2)n[nH]c1=S (configuration not stated)	-0.57
CC(=O)N1CCC(C(=O)c2c(C)c(C)c(C)c(C)c2C)CC1	0.71
O=C1CN(c2ccccc2F)C(=O)CN1/N=C/c1ccccc1Cl	1.09
CN(C)/C=N/C(=S)Nc1cccc(C(F)(F)F)c1	4.89*
CC(C)(C)c1ccc(C(=O)Nc2nc3ccccc3c(=O)s2)cc1	0.09
CCc1cc2c(=O)c(-c3nc4ccccc4s3)coc2cc1O	0.96
CC(=O)N(CC(=O)O)c1ccccc1C(=O)O	-0.57
O=S(=O)(c1cc(Cl)c(Cl)cc1Cl)N1CC=CCC1	-0.81
Clc1ccccc1CN1CCN(Cc2ccco2)CC1	1.89
CC1CC(NC2=NCCS2)CC(C)(C)C1 (configuration not stated)	1.4
COc1ccc(-c2nc(=S)c3c(n2CCc2ccccc2)CC(C)(C)OC3)cc1	2.08
COc1cc(C)c(S(=O)(=O)N2CCN(S(=O)(=O)c3cc(C)c(OC)cc3C)C(C)C2)cc1C (configuration not stated)	0.65
CN(C)C=Nc1ccc(Oc2cncc(Cl)c2)nc1	-0.51
CCOC(=O)C(=CNc1cc(C(C)(C)C)sc1C(=O)OC)C(=O)OCC	1.26
C=CCNC(=O)C(=O)NCc1ccccn1	-0.53
O=C1C2C3c4ccccc4C(C(=O)O)(c4ccccc43)C2C(=O)N1c1ccccc1F (configuration not stated)	-1.11
N#CC(C(=O)C1CC1)=C1SCCCS1	-1.73
CC(C)(C)c1ccc(-c2nnc(NC(=O)C(Cl)(Cl)Cl)s2)cc1	-0.32
Cc1cc(C(=O)C(F)(F)F)c(C)n1-c1ccccc1	0.5
Cc1cc(C)c(CSC2=NCCS2)c(C)c1	-1.19
O=S(=O)(c1ccccc1)c1csc(S(=O)(=O)N(Cc2ccccn2)Cc2ccccn2)c1	-0.12
CSc1nnc(Nc2ccc(Cl)cc2Cl)s1	3.85*
CN1CCN(Cc2c(O)ccc3c(=O)c(Oc4ccc(C(C)(C)C)cc4)c(C(F)(F)F)oc23)CC1	1.95
S=C(Nc1cccnc1)NC1CCN(Cc2ccccc2)CC1	-0.64
COC(=O)C1=C(C)Nc2nc3ccccc3n2C1c1cc(OC)ccc1OC (configuration not stated)	-0.05
COCCNC(=O)c1cc2nc(-c3cccs3)cc(C(F)(F)F)n2n1	-1.15
CC(C)(C)OC(=O)C(C)(C)S(=O)(=O)c1ccc(C(F)(F)F)cn1	-0.91

An excerpt of these results, as labelled records:
CC(C)(C)c1ccc(-c2nnc(NC(=O)C(Cl)(Cl)Cl)s2)cc1
  Dicer inh: -0.32

Cc1cc(C(=O)C(F)(F)F)c(C)n1-c1ccccc1
  Dicer inh: 0.5

Cc1cc(C)c(CSC2=NCCS2)c(C)c1
  Dicer inh: -1.19

O=S(=O)(c1ccccc1)c1csc(S(=O)(=O)N(Cc2ccccn2)Cc2ccccn2)c1
  Dicer inh: -0.12

Continued.
SMILES	Dicer inh
O=C1CC(C(=O)Nc2ccc(C(=O)O)cc2)C2(CCCCC2)O1 (configuration not stated)	0.92
CCCCCOc1ccc(C2C(C(=O)OC)=C(C)N=C3SCCC(=O)N32)cc1 (configuration not stated)	-1.4
CCn1cc(C(=O)O)c(=O)c2cc(F)c(N3CCN(C)CC3)cc21	3
CCCCCOc1ccc(C2c3c(oc4ccccc4c3=O)C(=O)N2c2nccs2)cc1 (configuration not stated)	-0.24
CCOC(=O)C(=CNc1ccccc1-n1cccc1)C(=O)OCC	-1.31
O=c1nc(-c2ccccc2)c2ccccc2[nH]1	6.58
NC(=O)c1c(NC(=O)c2ccc(F)cc2)sc2c1CCCC2	-0.42
Cc1cccc(-c2nnc(-c3ccccc3)o2)c1	2.6
Cn1ccnc1SCC(=O)Nc1nc(-c2ccc(Cl)cc2)cs1	0.23
CC(C)CN(CC(C)C)CN1C(=O)c2ccccc2C1=O	-1.45
O=C(c1cccs1)C(O)c1cccs1 (configuration not stated)	-0.15
O=C(c1c2oc(-c3ccccc3)ccc-2c2ccccc12)C(F)(F)F	2.71
N#Cc1c(-n2ccnc2)cccc1-n1ccnc1	-1.18
O=C(O)c1cccc2cccc(C(=O)O)c12	3.94*
Cc1[nH]n2c(=O)cc(CSc3nnnn3-c3ccccc3)nc2c1-c1ccc(Cl)cc1	0.05
COc1ccc(/C(O)=C2\C(=O)C(=O)N(Cc3cccnc3)C2c2cccc(Oc3ccccc3)c2)cc1 (configuration not stated)	1.44
CN(C)CC(O)Cn1c2ccc(Br)cc2c2cc(Br)ccc21 (configuration not stated)	0.99
CCN1c2cc(NC(C)=O)ccc2C(C)CC1(C)C (configuration not stated)	-3.16
Cc1ccc(S(=O)(=O)NC2c3cccc4cccc(c34)C2Sc2ncccn2)cc1 (configuration not stated)	1.76
CN1CCc2c(sc3c2C(=O)NC(c2ccc(Cl)cc2)N3)C1 (configuration not stated)	8.17
Cc1ccc(CN2C(=O)C(O)(c3c(C)[nH]c4ccccc34)c3ccccc32)cc1 (configuration not stated)	1.36
CNNC(=S)Nc1cccc(SC)c1	0.54
CC(=O)c1cc(OCC(F)(F)F)ccc1OCC(F)(F)F	1.32
CCN1C(=O)CCC(C(=O)O)C1c1ccc(OC)cc1 (configuration not stated)	0.99
Cc1cc(C)nc(Nc2ncc(O)n2-c2ccc(C)c(C)c2)n1	3.6*
c1ccc2c(c1)CCCc1cc(NCCN3CCOCC3)nnc1-2	0.37
COc1cccc(N2C(=O)C3C4c5ccccc5C(c5ccccc54)C3C2=O)c1 (configuration not stated)	3.7*
CC(C)(C)NC(=O)NCCCN1CCOCC1	0.22
CCOC(=O)c1sc(Nc2nc(C)c(CC)c(OC)n2)nc1C	0.87
O=c1nc(-c2ccc(Cl)cc2)nc(-c2ccc(Cl)cc2)[nH]1	2.93
O=C1c2ccccc2S(=O)(=O)N1c1ccc(F)cc1	-0.06
Clc1cccc(-n2ncnc2-c2ccc(Br)cc2)c1	0.74
CCCCCOc1ccc(N2C(=O)C3C4C=CC(CC4)C3C2=O)cc1 (configuration not stated)	-0.29
CSC(=NCc1c(N)cccc1F)NC#N	0.48
CC(C)(C)OC(=O)NCC(=O)NNC(=S)NC1CC1	0.65
Cc1ccc2cc(OC(=O)c3ccc(Oc4cc(Cl)cc(Cl)c4)o3)ccc2n1	-0.15
O=C1/C(=C\c2ccccc2)N=C2SCCCCN12	1.39
O=C(NCC1CCCO1)c1nn2c(C(F)(F)F)c3c(nc2c1Cl)-c1ccccc1CC3 (configuration not stated)	2.86
C1CCc2nnnn2CC1	0.28
c1ccc(C2Cn3nnnc3-c3ccccc3O2)cc1 (configuration not stated)	0
COc1cc2cc(-c3ccccc3)nc(C)c2cc1OC	0.59
COc1ccc(C2N3CC4(C)CN2CC(C)(C3)C4)cc1 (configuration not stated)	1.02
CN(C)CC[C@@H](c1ccc(Cl)cc1)c1ccccn1	-1.4
COc1ccc(N2C(=O)c3cccc4c(N5CCOCC5)ccc(c34)C2=O)cc1	6.92
Cc1cccc(C)c1NC(=O)C(C)N (configuration not stated)	0.84
CSC(=NC(=O)c1c(Cl)cccc1Cl)N1CCCC1	-1.43
C/C(=N\NC(=S)NCC(C)(C)C)c1cc(F)cc(F)c1O	-2.41
Cc1ccc(S(=O)(=O)CC(O)COc2ccc(Br)cc2)cc1 (configuration not stated)	-0.77
CCOC(=O)c1c(NS(=O)(=O)c2ccc(C(F)(F)F)cc2)sc(C)c1-c1ccccc1	-1.03
C=CCOc1ccccc1OCC(O)CNC(C)C (configuration not stated)	0.61
CC(=O)OC[C@H]1OC(OC(C)(C)C)[C@H](OC(C)=O)[C@@H](OC(C)=O)[C@@H]1OC(C)=O (some centres not stated)	-0.16
CCc1n(CC(O)COc2ccc(OC)cc2)c2ccccc2[n+]1C (configuration not stated)	0.67
CC(C)(C)c1cc2nc(-c3ccc4c(c3)CCC4)cc(C(F)(F)F)n2n1	-1.01
Cc1ccc2nc(Nc3nc(O)cc(=O)[nH]3)nc(C)c2c1	2.74
CCCCCc1c(O)nc(SCCN(C)C)[nH]c1=O	1.21
O=C1NC(=O)C(Nc2ccccc2)S1 (configuration not stated)	0.83
CC(C)(C)NC(=S)Nc1cc(C(F)(F)F)ccc1Cl	1.54
CCOc1nc(C)ccc1-c1noc(-c2cccc(OC)c2)n1	-0.17
Cc1nc(-c2ccc(S(=O)(=O)N3CCN(c4ncnc5scc(-c6ccccc6)c45)CC3)s2)cs1	-1.03
O=c1[nH][nH]c(=S)n1Cc1ccccc1	-0.04

Source: PubChem BioAssay (Center for Chemical Genomics, University of Michigan)

Some of the compounds tested (hit frequency here may not be typical).
